Screening data from PubChem.
PRMT1 inh: PRMT1 methyltransferase inhibitors, primary screen, biochemical, fluorescence polarization; recombinant PRMT1, activity-based probe fluorescence polarization; 1.3% of 370,000 active; inhibition, % at 2.79 µM;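 active means inhibition above about 21% made by adding two undisclosed values, limit read from the data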
Target sequence (Q99873 whole entry, looked up): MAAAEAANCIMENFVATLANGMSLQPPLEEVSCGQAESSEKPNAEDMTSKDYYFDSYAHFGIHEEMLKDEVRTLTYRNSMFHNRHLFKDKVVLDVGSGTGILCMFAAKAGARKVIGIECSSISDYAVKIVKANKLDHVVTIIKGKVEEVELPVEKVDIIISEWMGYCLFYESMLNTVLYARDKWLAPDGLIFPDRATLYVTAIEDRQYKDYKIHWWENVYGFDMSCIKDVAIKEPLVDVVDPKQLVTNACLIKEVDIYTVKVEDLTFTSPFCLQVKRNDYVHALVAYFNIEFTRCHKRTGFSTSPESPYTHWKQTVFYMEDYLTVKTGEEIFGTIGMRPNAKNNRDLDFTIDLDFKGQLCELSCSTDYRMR
rCAG binder: binders of r(CAG) RNA repeats, primary screen, biochemical, fluorescence | r(CAG) RNA repeat, TO-PRO-1 dye displacement fluorescence | inhibition, % at 3 µM | 1.3% of 370,000 active | AID 651821, 2012;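 active means inhibition above the plate cutoff, the mean of all test compounds on that plate plus 3 SD, cut at about 35% in these data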;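 further: 0% = DMSO alone and 100% = 100 µM mitoxantrone as full dye displacement; higher means more dye released from RNA so lower well fluorescence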
mABHD4 FP: ABHD4 inhibitors, primary screen, biochemical, fluorescence polarization, mouse. inhibition, % at 8.92 µM. purified mABHD4, FP-Rh probe fluorescence polarization. (Lyso)-N-acylphosphatidylethanolamine lipase (Mus musculus), Q8VD66. 0.54% of 370,000 active. AID 720543, 2013;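 active means inhibition exceeding the mean over every tested compound plus 3 SD, cut at about 30% in these data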;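 further: 0% = plate median of compound wells and 100% = S159A mutant with DMSO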
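assay system = mABHD4 protein | compound dosing = single nominal dose of 8.92 µM, 0.89% DMSO final | read-out basis = percent inhibition of probe binding, normalized to plate controls | schedule = Enzyme–compound pre-incubation 45 min, then probe 60 min, both 25 °C | detection = fluorescence polarization, excitation 525 nm, emission 598 nm, BODIPY TMR filters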
MBD2 DNA inh: inhibitors of MBD2 binding to methylated DNA, primary screen, biochemical, TR-FRET, DNA-binding domain, human. Methyl-CpG-binding domain protein 2 (Homo sapiens), Q9UBB5. MBD2 binding to methylated oligonucleotide. inhibition, % at 4.4 µM. 0.31% of 370,000 active. AID 686964, 2013; in the data active means inhibition above about 13%
Target sequence (Q9UBB5 whole entry, looked up, the tested form may be a part): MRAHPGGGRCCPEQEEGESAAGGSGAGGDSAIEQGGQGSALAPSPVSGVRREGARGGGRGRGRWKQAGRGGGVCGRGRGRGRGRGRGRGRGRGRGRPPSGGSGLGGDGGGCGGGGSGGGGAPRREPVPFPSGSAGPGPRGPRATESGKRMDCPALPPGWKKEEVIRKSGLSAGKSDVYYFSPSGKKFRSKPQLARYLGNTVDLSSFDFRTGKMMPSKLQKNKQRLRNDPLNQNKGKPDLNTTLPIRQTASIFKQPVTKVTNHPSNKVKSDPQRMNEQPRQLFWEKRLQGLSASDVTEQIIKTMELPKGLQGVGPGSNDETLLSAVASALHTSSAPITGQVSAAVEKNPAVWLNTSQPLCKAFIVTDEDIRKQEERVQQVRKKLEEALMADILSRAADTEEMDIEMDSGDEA
HTRA1 inh: HTRA1 serine protease inhibitors, primary screen, biochemical, fluorescence polarization, HTS; 0.5% of 340,000 active; recombinant HTRA1, FP-rhodamine activity-based probe; inhibition, % at 5.96 µM; in the data active means inhibition above about 36%;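 further: 0% = enzyme with DMSO and 100% = wells lacking enzyme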
PG9 binder: binders of HIV-1 gp120 antibody PG9, primary screen, biochemical, TR-FRET; HIV-1 gp120 / PG9 antibody interaction; TR-FRET gp120-PG9 antibody binding; inhibition, % at 6.7 µM; 0.43% of 360,000 active; in the data active means inhibition above about 8.5%
NR1D1 modulator: modulators of Rev-erb alpha DNA binding, primary screen, biochemical, FITC-DNA, fluorescence polarization, uHTS. Rev-erbα–FITC-DNA binding, 90 min. AID 1259318, 2017. activity, % at 10 µM. 0.79% of 370,000 active. Nuclear receptor subfamily 1 group D member 1 (Homo sapiens), P20393;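 active means activity above about 14%, limit read from the data; passing the limit was not always enough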;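 further: 0% = DMSO wells with 35 nM protein and 100% = DMSO wells with 750 nM protein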
LEDGF integ inh: blockers of LEDGF/p75-dependent integrase strand transfer – biochemical, TR-FRET, high throughput, primary screen | 0.64% of 370,000 active | inhibition, % at 3.7 µM | TR-FRET IN-LEDGF/p75 DNA integration, Eu/Cy5 | AID 743269, 2014;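 active means inhibition above the screen-wide mean plus 3 SD, cut at about 13% in these data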;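 further: signal is the Cy5 over europium emission ratio at 671 and 618 nm; 0% = plate median of compound wells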
UHRF1 binding: UHRF1 methylated DNA binding inhibitors, primary screen, counter-screen for MBD2 inhibitor project, biochemical, TR-FRET, human UHRF1, single concentration. inhibition, % at 4.4 µM. 0.75% of 370,000 active. UHRF1 binding to methylated oligo. E3 ubiquitin-protein ligase UHRF1 (Homo sapiens), Q96T88. AID 687016, 2013; in the data active means inhibition above about 21%;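 further: UHRF1 SRA domain binding a hemimethylated CpG hairpin DNA probe; 0% = median of test compound wells and 100% = reference inhibitor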
TCR-CD3 inh: inhibitors of human TCR-CD3 interaction, primary screen, biochemical, fluorescence, TAMRA-labeled TCR probe; T-cell receptor (TCR); inhibition, % at 9.4 µM; 0.37% of 360,000 active; in the data active means inhibition above about 19%;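 further: recombinant mutant TCR 2C K166C tagged with TAMRA read by polarization; 0% = receptor in buffer alone and 100% = receptor with positive control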
Active calls of the source: *; & = joins results of further samples. Only part of the results is shown (hit frequency here may not be typical).

Under each structure – PRMT1 inh | rCAG binder | mABHD4 FP | MBD2 DNA inh | HTRA1 inh | PG9 binder | NR1D1 modulator | LEDGF integ inh | UHRF1 binding | TCR-CD3 inh
- CC(C)(C)n1nc2c(c1NC(=O)COc1ccc(Cl)cc1)CS(=O)(=O)C2
  -5 | -1 | 1 | -4 | -3 | -0.5 | -3 | 1 | 1 | 3
- Nc1c(-c2ccc(F)cc2)cnc2ncnn12
  0 | 0 | 0 | 4 | 4 | 1.0 | -2 | -4 | 0 | 1
- COCCCNC(=O)c1cc(C)nc2ccc(F)cc12
  -2 | 0 | 3 | 2 | 3 | -0.9 | 2 | -3 | 0 | 5
- OC(COc1ccc2c(c1)CCC2)CN1CCN(c2cccc(Cl)c2)CC1 (stereo not drawn)
  3 | -4 | -4 | 4 | -27 | -0.9 | 1 | -6 | 2 | -8
- Cc1ccc(S(=O)(=O)NCCCN2CCCC2)cc1
  -4 | -1 | -3 | -2 | 7 | 1.4 | -1 | -1 | -3 | 4
- COc1cc(NC(=O)c2nccnc2N)cc(C(=O)Nc2cccc(C(F)(F)F)c2)c1
  2&-2 | 4&7 | -6&-6 | 4&-9 | -97&-48 | -2.0&1.2 | 3&-3 | 0&-4 | 1&0 | -1&5
- Cc1ccc(N(C(=O)C2CCCC2)C2C=CS(=O)(=O)C2)cc1 (stereo not drawn)
  0 | -4 | 3 | -1 | -3 | -2.5 | -1 | -1 | 0 | 7
- CCOc1ccc(-n2nnnc2-c2nc3ccccc3s2)cc1
  -2 | 1 | -1 | -1 | -9 | 3.6 | 13 | -1 | 1 | -1
- COCCCN1C(=O)CS/C1=N\S(=O)(=O)c1ccccc1
  5 | 3 | 7 | -4 | 6 | 0.5 | 0 | -2 | 1 | 1
- COc1cccc(C(=O)NCCCn2ccnc2)c1
  -3 | 1 | -2 | 4 | -2 | 0.8 | -1 | 0 | -3 | 3
- COc1cc2c(cc1OC)CN(CC(=O)Nc1ccccc1C(=O)NCc1ccccc1)CC2
  -1 | -4 | -3 | 1 | -11 | -0.6 | 10 | -1 | 1 | -3
- CSCC(=O)N1CCCC(N2CCN(c3ccc(F)cc3)CC2)C1 (stereo not drawn)
  -2 | -5 | -1 | 1 | 4 | -0.6 | -3 | -2 | 0 | -2
- Cc1cc(C(=O)C(C(c2ccccc2)N2CCOCC2)N2CCOCC2)ccc1Cl (stereo not drawn)
  4 | 2 | -9 | 5 | -4 | -0.4 | -1 | 8 | -2 | -5
- CC(=O)NC(=S)Nc1ccc2oc(=O)ccc2c1
  3 | -1 | -2 | 1 | 3 | -0.3 | -1 | -4 | 4 | -4
- CCc1ccc(NC(=O)CS(=O)CC(=O)N2CCN(c3ccccc3F)CC2)cc1 (stereo not drawn)
  -4 | -7 | -1 | 2 | -1 | -0.6 | -1 | 2 | 2 | 10
- COc1ccc(CCN(C)C(=O)c2cc(-c3ccccc3)nc3ccccc23)cc1OC
  -1 | -9 | 0 | 1 | -5 | -2.2 | 9 | -4 | 0 | 3
- C1=C(c2sc3ccccc3c2-c2ccc(OCCN3CCOCC3)cc2)CCCC1
  -2 | 0 | 5 | 4 | -28 | -0.7 | 4 | 2 | -2 | 2
- Cc1cccc(C)c1OCC(=O)Nc1ccc2c(c1)OCCO2
  -1 | -6 | 9 | -2 | 1 | -0.4 | -2 | 2 | 3 | -2
- Cc1ccccc1NC(=O)NCCCN1CCN(C)CC1
  3 | 0 | 2 | -3 | 8 | -0.6 | 9 | -2 | 1 | -1
- O=[N+]([O-])c1ccccc1S(=O)(=O)N1CCN(c2ccccc2)CC1
  0 | -4 | -2 | 1 | 3 | -1.0 | 1 | 1 | -2 | 1
- Cn1ccnc1SCC(=O)N1CCN(S(=O)(=O)c2ccccc2)CC1
  3 | -3 | 2 | 3 | -7 | -0.4 | -5 | -1 | 2 | 1
- C=CC[C@H](CC(=O)NCCO)C(=O)NCCOC(=O)[C@@H](CC=C)Cc1ccc(F)cc1
  -3 | -11 | 2 | -4 | -1 | -0.9 | -4 | -1 | 7 | 3
- c1ccc(Nc2nc(-c3ccccc3)nc3ccccc23)cc1
  -1 | 16 | -48 | 2 | -65 | -1.1 | 4 | 1 | 0 | 4
- COC(=O)c1c(N2C(=O)Nc3ccccc3N2O)sc(C)c1C
  -3 | 8 | -1 | -2 | 4 | -1.1 | 4 | 3 | -5 | 3

Looked up one by one from above, two records:
Under each structure – PRMT1 inh | rCAG binder | mABHD4 FP | MBD2 DNA inh | HTRA1 inh | PG9 binder | NR1D1 modulator | LEDGF integ inh | UHRF1 binding | TCR-CD3 inh
- c1ccc(Nc2nc(-c3ccccc3)nc3ccccc23)cc1
  -1 | 16 | -48 | 2 | -65 | -1.1 | 4 | 1 | 0 | 4
- Cc1cc(C(=O)C(C(c2ccccc2)N2CCOCC2)N2CCOCC2)ccc1Cl (stereo not drawn)
  4 | 2 | -9 | 5 | -4 | -0.4 | -1 | 8 | -2 | -5

In a second layout: entries from further up.
SMILES | PRMT1 inh | rCAG binder | mABHD4 FP | MBD2 DNA inh | HTRA1 inh | PG9 binder | NR1D1 modulator | LEDGF integ inh | UHRF1 binding | TCR-CD3 inh
CC(C)(C)n1nc2c(c1NC(=O)COc1ccc(Cl)cc1)CS(=O)(=O)C2 | -5 | -1 | 1 | -4 | -3 | -0.5 | -3 | 1 | 1 | 3
Nc1c(-c2ccc(F)cc2)cnc2ncnn12 | 0 | 0 | 0 | 4 | 4 | 1.0 | -2 | -4 | 0 | 1
COCCCNC(=O)c1cc(C)nc2ccc(F)cc12 | -2 | 0 | 3 | 2 | 3 | -0.9 | 2 | -3 | 0 | 5
OC(COc1ccc2c(c1)CCC2)CN1CCN(c2cccc(Cl)c2)CC1 (stereo not drawn) | 3 | -4 | -4 | 4 | -27 | -0.9 | 1 | -6 | 2 | -8
Cc1ccc(S(=O)(=O)NCCCN2CCCC2)cc1 | -4 | -1 | -3 | -2 | 7 | 1.4 | -1 | -1 | -3 | 4
COc1cc(NC(=O)c2nccnc2N)cc(C(=O)Nc2cccc(C(F)(F)F)c2)c1 | 2&-2 | 4&7 | -6&-6 | 4&-9 | -97&-48 | -2.0&1.2 | 3&-3 | 0&-4 | 1&0 | -1&5
Cc1ccc(N(C(=O)C2CCCC2)C2C=CS(=O)(=O)C2)cc1 (stereo not drawn) | 0 | -4 | 3 | -1 | -3 | -2.5 | -1 | -1 | 0 | 7
CCOc1ccc(-n2nnnc2-c2nc3ccccc3s2)cc1 | -2 | 1 | -1 | -1 | -9 | 3.6 | 13 | -1 | 1 | -1
COCCCN1C(=O)CS/C1=N\S(=O)(=O)c1ccccc1 | 5 | 3 | 7 | -4 | 6 | 0.5 | 0 | -2 | 1 | 1
COc1cccc(C(=O)NCCCn2ccnc2)c1 | -3 | 1 | -2 | 4 | -2 | 0.8 | -1 | 0 | -3 | 3
COc1cc2c(cc1OC)CN(CC(=O)Nc1ccccc1C(=O)NCc1ccccc1)CC2 | -1 | -4 | -3 | 1 | -11 | -0.6 | 10 | -1 | 1 | -3
CSCC(=O)N1CCCC(N2CCN(c3ccc(F)cc3)CC2)C1 (stereo not drawn) | -2 | -5 | -1 | 1 | 4 | -0.6 | -3 | -2 | 0 | -2
Cc1cc(C(=O)C(C(c2ccccc2)N2CCOCC2)N2CCOCC2)ccc1Cl (stereo not drawn) | 4 | 2 | -9 | 5 | -4 | -0.4 | -1 | 8 | -2 | -5
CC(=O)NC(=S)Nc1ccc2oc(=O)ccc2c1 | 3 | -1 | -2 | 1 | 3 | -0.3 | -1 | -4 | 4 | -4
